Compound activity as filed in PubChem BioAssay.
LDHA block: inhibitors of human lactate dehydrogenase A; P00338; purified LDHA, NADH/diaphorase-resazurin fluorescence; stronger effect = lower value; activity change, % (values are at about 110 or 230 µM); 480,000 tested, 0.15% active; AID 1347041; in the data active = activity change below about -30%; inconclusive = mostly about -25% to -30%;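 note: plate controls were DMSO wells for no effect and wells without enzyme for full effect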
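Resorufin fluorescence (ex540/em590), read at 0 and 20 min after diaphorase/resazurin addition, reports the NADH left after a 5 min room-temperature reaction of 2 nM human LDH5 with 0.06 mM NADH and 0.2 mM pyruvate.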
The depositor's hits bear a star; ? = inconclusive. Only part of the results is shown; the hit share may differ from the screen's.

Compound	LDHA block
CCN1CCN(c2oc(-c3ccc(S(=O)(=O)N4CCOCC4)cc3)nc2C#N)CC1	3
CSc1ccccc1NC(=O)C(C)OC(=O)C1CCCC1 (stereo not drawn)	-3
COC(=O)COC(=O)COc1ccccc1Cc1ccccc1	3
Cc1ccc(CNC(=O)c2cc(-c3ccc(C)o3)nc3ccccc23)cc1	2
Cc1ccccc1CNC(=O)c1cccn2c(=O)c3ccccc3nc12	10
NS(=O)(=O)c1ccccc1[N+](=O)[O-]	2
CC1=[N+]([O-])C(c2ccc(Cl)cc2Cl)N(O)C1(C)C (stereo not drawn)	0
N#C/C(=C/c1ccccc1)C(=O)Nc1ccc(N2CCOCC2)cc1	13
C=CCOc1ccc(NC(C)=O)cc1	9
CC(OC(=O)c1ccc(C(N)=O)cc1)C(=O)NC12CC3CC(CC(C3)C1)C2 (stereo not drawn)	-3
CCCNC(=O)c1ccccc1OCc1ccc(Cl)cc1	10
O=C(Cn1c(NCc2ccccc2)nc2ccccc21)N1CCN(c2ccccc2)CC1	2
Cc1ccc(NC(=S)NNC(=O)c2csc(C)c2)cc1	11
CC(C)(C)n1nnnc1C(c1ccccc1)N1CCN(c2ccccc2)CC1 (stereo not drawn)	-3
N#Cc1ccc(S(=O)(=O)N2CCC(C(=O)Nc3ccnn3Cc3ccccc3Cl)CC2)cc1	5
COc1ccc(OC)c(NC(=O)C(CC(C)C)N2Cc3ccccc3C2=O)c1 (stereo not drawn)	8
C/[N+]([O-])=C/c1ccncc1	-16
O=C(O)CCCNS(=O)(=O)c1cccc(Cl)c1	0
Cc1cc(OCC(=O)Nc2sc3c(c2C(=O)N2CCOCC2)CCCC3)ccc1Cl	0
COCCNC(=O)CNC(=O)c1nn(-c2ccc(OC)cc2OC)c(=O)c2ccccc12	0
Nc1nccnc1C(=O)NCc1cccc(Cl)c1	-3
COc1ccc(S(=O)(=O)N2CCN(c3ccccc3C)CC2)cc1C	1
CCOC(=O)c1ccccc1C(=O)c1ccccc1	2
CCC(=O)Oc1ccc2c(C)c(Cc3ccccc3)c(=O)oc2c1C	9
CC(=O)c1cc2c(cc1NC(=O)CSc1nnc(C3CCCCC3)o1)OCO2	12
CC(C)(C)C(N)CN (stereo not drawn)	-6
Cc1ccc(NC(=O)c2cc3c(cc2C)OCCCO3)c(C)c1	-12
CN(c1ccc(-c2csc(NC3CCCC3)n2)cc1)S(C)(=O)=O	-3
Cc1ccc(NC(=O)c2nn(-c3ccccc3)c(=O)c3ccccc23)cc1S(=O)(=O)N(C)C	0
CCOc1cc(C2C(C(=O)OC(C)C)=C(C)Nc3nc4ccccc4n32)ccc1O (stereo not drawn)	1
CC(=O)C1=C(C)N(C2CCCC2)C(=O)C1(NC(=O)c1ccc(C(C)(C)C)cc1)C(F)(F)F (stereo not drawn)	-4
Cc1ccc(-c2csc(-c3cc4c([nH]c3=O)CC(c3ccco3)CC4=O)n2)cc1 (stereo not drawn)	12
C=CCSc1nc(-c2ccccc2)cc(C(F)(F)F)c1C#N	2
O=C(Nc1ccc(F)cc1)C(c1cc2ccccc2o1)N1CCN(c2ccncc2)CC1 (stereo not drawn)	1
Cc1[nH]c2ccccc2c1C(C(=O)O)N1CCN(Cc2cccc3ccccc23)CC1 (stereo not drawn)	?
Cc1cc(C(=O)N2CCCCCC2)cc(S(=O)(=O)N2CCC(C)CC2)c1C	-2
NCc1ccc(C(F)(F)F)cc1	1
COc1cccc(NC(=O)CN2CCN(c3nc(-c4ccco4)c4c(c3C#N)CCC4)CC2)c1	1
COc1ccc(C(=O)NNC(=O)CC2Sc3ccccc3NC2=O)cc1 (stereo not drawn)	0
COc1ccc(C(=O)Nc2ccc3nc(N4CCCC4)sc3c2)c(OC)c1	0
Cc1cccc(NC(=O)Cn2c(C)cc3ccccc32)c1C	-8
O=C(c1ccc2c(c1)OCO2)N1CCC(c2nc3c(nnn3Cc3cccc(Cl)c3)c(=O)[nH]2)CC1	0
COc1cc(/C=c2\s/c(=C/C(=O)C(C)(C)C)[nH]c2=O)cc(Cl)c1OC	14
O=C(CSc1nc2ccccc2o1)Nc1cc(Cl)cc(Cl)c1	-13
O=C(CC(c1cccc(F)c1)n1cccc1)Nc1ccc2c(c1)OCO2 (stereo not drawn)	3
CC(C)=CCCC(C)[N+]1(C)CCCCC1 (stereo not drawn)	-24
CC(NC(N)=S)c1ccccc1 (stereo not drawn)	4
COc1ccc(Nc2nc3ccccc3nc2NS(=O)(=O)c2cccc(Cl)c2)cc1	0
COC(=O)CCC(C)C1CCC2C3CCC4C[C@H](OC(=O)c5ccccc5)CCC4(C)C3CC(=O)C12C (stereo partly drawn)	9
COc1ccc(C2Nc3ccccc3C(=O)N2Cc2ccccc2C)cc1COc1ccc(NC(C)=O)cc1 (stereo not drawn)	9
CC(C)Sc1ccccc1C(=O)NCCC1=CCCCC1	1
Cc1oc(-c2ccccc2)nc1C(=O)Nc1ccc(F)c(C(N)=O)c1	4
CCCSc1nc2c(c(=O)[nH]c(=O)n2C)n1CCOC	5
O=C(NCC(O)c1ccccc1C(F)(F)F)c1cnccn1 (stereo not drawn)	10
CC(=O)C[C@@H]1SC[C@H](c2ccccc2)N1S(=O)(=O)c1ccc(C)cc1	-5
Nc1nnnn1Cc1nnc(SCc2ccccc2F)n1-c1ccccc1	0
CC[N+](C)(CC)CCCOC(=O)C1(c2ccccc2)CCCC1	4
CCNC(=O)NC(=O)CN1CCCC(C)C1 (stereo not drawn)	0
CCC(C(=O)NC(C)(C)C)n1c(-c2cccc(NC(C)=O)c2)nc2ccccc21 (stereo not drawn)	2
COC(=O)c1ccc(CNC(=O)Cc2ccc(C)cc2)cc1	5

In a second layout: two of the compounds above.
> CCC(C(=O)NC(C)(C)C)n1c(-c2cccc(NC(C)=O)c2)nc2ccccc21 (stereo not drawn)
  LDHA block: 2

> COc1ccc(C(=O)Nc2ccc3nc(N4CCCC4)sc3c2)c(OC)c1
  LDHA block: 0

Next records.
Structure | LDHA block
Cc1ccccc1C(C)NC(=O)Cn1cnc(C#N)n1 (stereo not drawn) | -8
CCCNC(=O)/C(=C/c1cn(S(=O)(=O)N(C)C)c2ccccc12)NC(=O)c1ccccc1OC | -10
CCOC(=O)c1cnc2c(Cl)cccc2c1Nc1ccccc1OC | 1
Cc1ccc(C)c(-c2nn(CC(=O)NCC(F)(F)F)c(=O)c3ccccc23)c1 | 4
COc1ccc(OC(=O)c2cccc(OC)c2)cc1 | 1
O=C(Oc1ccccc1)c1cnc2ccccc2n1 | ?
CC1Oc2ccc(-c3csc(NC(=O)c4cccs4)n3)cc2NC1=O (stereo not drawn) | 12
Fc1ccc(N/N=C/c2cccc(/C=N/Nc3ccc(F)cc3F)c2)c(F)c1 | 9
Cc1cc(C)cc(NC(=O)Nc2ccc3nc(N4CCOCC4)cc(C)c3c2)c1 | 8
c1ccc(COc2ccc3[nH]ccc3c2)cc1 | 0
Cc1ccc(-c2csc(-c3ccc(O)cc3)n2)cc1 | -20
N#C/C(=C/c1cccc2ccccc12)c1ccc([N+](=O)[O-])cc1 | -1
O=C(c1cn(-c2ccccc2)nc1-c1cccnc1)N1CCN(c2ccc(F)cc2)CC1 | -2
CC(C)(C)NC(=O)NC(=O)Cn1c(=O)c2c(ncn2Cc2ccccc2)n(Cc2ccccc2)c1=O | -4
Cc1ccc(NC(=O)CN(C)C(=O)C(C)N(C)Cc2ccccc2F)cc1 (stereo not drawn) | -3
COc1ccc(NS(=O)(=O)c2cc(NC(=O)c3cccc(-n4cccc4)c3)ccc2OC)cc1 | -8
Cc1ccn2cc(C(=O)N3CCN(c4cccc(Cl)c4)CC3)nc2c1 | 13
COc1cccc(NC(=O)C(C)Nc2ccc3oc(C)nc3c2)c1 (stereo not drawn) | 23
COc1ccc(-n2[nH]c(C)c(Cc3ccccc3Cl)c2=O)cc1 | 0
Cc1cc(C(=O)CSc2nc3cc([N+](=O)[O-])ccc3o2)c(C)n1C | -1
O=C(NCCc1ccc(F)cc1)C1CCCC1 | -1
O=C(C1=C(Nc2ccc(N3CCCC3)c(Cl)c2)c2ccccc2S1(=O)=O)N1CCOCC1 | 8
CC(C)(C(=O)Nc1ccc(F)c(NC(=O)C2CC2)c1)c1ccccc1 | -3
CCOC(=O)Cc1nnc(SC(C)C(=O)Nc2ccc(F)c(F)c2)n1Cc1ccccc1 (stereo not drawn) | 6
O=C(NCc1cccc(C(F)(F)F)c1)c1ccc2c(c1)CCC2 | 7
O=C(CSc1nnc(-c2cccc([S+](=O)([O-])N3CCCC3)c2)n1-c1ccccc1)Nc1ccccc1F | -2
CCCn1c(NCCc2ccccc2)nc2c1c(=O)n(C)c(=O)n2C | 5
CC(=O)c1cc2c(cc1NC(=O)CSc1nnc(C3CC3)n1C1CC1)OCO2 | 9
Cc1ccc(C(=O)CC2(O)C(=O)N(CN3CCN(C)CC3)c3ccccc32)s1 (stereo not drawn) | 6
CC1(C)SC2c3ccccc3C(=O)N2[C@@H]1C(=O)NCc1ccc(Cl)cc1 (stereo partly drawn) | 12
CCOc1ccc(OCCCCOc2cccc(Br)c2)cc1 | 7
COc1ccc(Nc2nc3ccccc3nc2NS(=O)(=O)c2ccc(C)c(C)c2)cc1 | 2
Fc1cccc(CSc2c[nH]c3ccccc23)c1 | ?
COc1ccc(OC)c(C(C)NC(=O)CSC(C)(C)C)c1 (stereo not drawn) | 0
CCC(C)NC(=O)c1snnc1-c1ccc(OC)cc1 (stereo not drawn) | 8
O=C(CN1CCN(Cc2cccs2)CC1)Nc1cccc2nsnc12 | 1
O=C(O)c1ccc(Cc2ccc(C(=O)O)o2)o1 | 12
Cc1ccccc1N=C1CCCc2ccccc21 | 3
CNC(=O)c1cccc(CNC(=O)C2CCCC2)c1 | 3
CC(C)CN1CC(C(=O)Nc2nc3c(s2)CCCCC3)CC1=O (stereo not drawn) | 7
CN(Cc1ccc(F)cc1F)S(=O)(=O)c1cccc2nsnc12 | 3
COc1ccc2nc(C)c(C(=O)N(C)CC34CC5CC(CC(C5)C3)C4)cc2c1 | 7
O=C(CSc1nc2ccccc2o1)OCC(=O)c1ccc(F)cc1 | 1
COc1ccc(N2C(=O)CCS2(=O)=O)cc1S(=O)(=O)N(C)CCc1ccncc1 | -5
COCCn1c(-c2ccc(Cl)cc2)n[nH]c1=S | -4
COc1ccc(Nc2nc(N)c(C(=O)c3cc(C)ccc3C)s2)cc1Cl | 7
Cc1cc2nc(Nc3nc(C(C)C)cc(=O)[nH]3)nc(C)c2cc1C | 0
CCN1CCN(CCNC(=O)C2CCN(c3nnc(-n4c(C)ccc4C)s3)CC2)CC1 | -1
O=C(CSc1nc(=O)n(Cc2ccncc2)c2c1CCC2)Nc1ccc2c(c1)OCO2 | 3
Cc1cccc(NS(=O)(=O)c2ccc(-c3coc(C)n3)cc2)c1 | 19
O=C(Nc1oc2ccccc2c(=O)c1-c1cccc(Cl)c1)c1cccc([N+](=O)[O-])c1 | 1
Cc1noc(C)c1S(=O)(=O)N(C)CC(=O)Nc1ccccc1C(C)C | 2
Cc1ccc(Cn2nc(C)c(C(=O)OCC(=O)c3cc(C)n(C)c3C)c2Cl)cc1 | 3
O=C(c1nn(Cc2ccccc2)c(=O)c2ccccc12)N1CCN(CCOc2ccccc2)CC1 | 8
Cc1nn(-c2ccc3nnc(C)n3n2)c2c1C(c1ccc(O)cc1)CC(=O)N2 (stereo not drawn) | 5
O=C(NC(O)C(=O)c1ccccc1)c1ccccc1 (stereo not drawn) | 9
O=C(Cc1ccc(Cl)cc1)Nc1nc2c(s1)CCCC2 | 8
CN1C(=O)S/C(=C\C(=O)O)C1=O | -17
Cc1ccc(-c2nn3c(=O)cc(CNC(=O)COc4cccc(C(F)(F)F)c4)nc3s2)cc1 | -16
Cc1cccc(Cn2c(NCc3ccco3)nc3c2c(=O)[nH]c(=O)n3C)c1 | 9

(more compounds)
Structure | LDHA block
COc1ccc(C(=O)Oc2ccc(C(C)C)cc2)cc1I | 4
Nc1nccnc1C(=O)NCc1ccccc1 | 2
Cc1ccc2cccc(NC(=O)COc3ccc(Cl)cc3)c2n1 | -21
O=C1NC[C@H](CCCCN2CCN(CCc3ccccc3)C(=O)C2=O)N(CCC2CCCCC2)C1=O | -2
CC(C)(C)c1ccc(SCC(=O)NC(C)(C#N)C2CC2)cc1 (stereo not drawn) | -21
CC(Sc1ccccc1)C(=O)OCc1nc(N)nc(Nc2ccc(Cl)cc2)n1 (stereo not drawn) | 7
Cc1cccc(C(=O)NC(CC(=O)O)c2ccc(C(C)(C)C)cc2)c1 (stereo not drawn) | 1
COc1ccc(Oc2coc3cc(OC(=O)c4cccc(OC)c4)ccc3c2=O)cc1 | -2
CCOC(=O)c1ccc(NC(=O)CC2SC(c3cc4ccccc4oc3=O)=NC2=O)cc1 (stereo not drawn) | -31*
CCc1c(C)sc(NC(=O)C(F)(F)F)c1C#N | 2
CCCCCCn1c(CN2CCN(c3ccccc3)CC2)nc2c1c(=O)n(C)c(=O)n2C | 11

A section from further up, as a working copy:
Structure | LDHA block
O=C(c1nn(Cc2ccccc2)c(=O)c2ccccc12)N1CCN(CCOc2ccccc2)CC1 | 8
Cc1nn(-c2ccc3nnc(C)n3n2)c2c1C(c1ccc(O)cc1)CC(=O)N2 (stereo not drawn) | 5
O=C(NC(O)C(=O)c1ccccc1)c1ccccc1 (stereo not drawn) | 9
O=C(Cc1ccc(Cl)cc1)Nc1nc2c(s1)CCCC2 | 8
CN1C(=O)S/C(=C\C(=O)O)C1=O | -17
Cc1ccc(-c2nn3c(=O)cc(CNC(=O)COc4cccc(C(F)(F)F)c4)nc3s2)cc1 | -16
Cc1cccc(Cn2c(NCc3ccco3)nc3c2c(=O)[nH]c(=O)n3C)c1 | 9
COc1ccc(C(=O)Oc2ccc(C(C)C)cc2)cc1I | 4
Nc1nccnc1C(=O)NCc1ccccc1 | 2
Cc1ccc2cccc(NC(=O)COc3ccc(Cl)cc3)c2n1 | -21
O=C1NC[C@H](CCCCN2CCN(CCc3ccccc3)C(=O)C2=O)N(CCC2CCCCC2)C1=O | -2
CC(C)(C)c1ccc(SCC(=O)NC(C)(C#N)C2CC2)cc1 (stereo not drawn) | -21
CC(Sc1ccccc1)C(=O)OCc1nc(N)nc(Nc2ccc(Cl)cc2)n1 (stereo not drawn) | 7
Cc1cccc(C(=O)NC(CC(=O)O)c2ccc(C(C)(C)C)cc2)c1 (stereo not drawn) | 1
COc1ccc(Oc2coc3cc(OC(=O)c4cccc(OC)c4)ccc3c2=O)cc1 | -2
